Source: PubChem BioAssay
KCNH2 3.1 block – blocks the human KCNH2 3.1 channel isoform | U2OS KCNH2 3.1, thallium flux FluxOr; hits give low values | activity change, % (tested at about 1.8 µM) | hit rate 0.95% among 340,000;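 active means maximum activity change below -70%; inconclusive means maximum activity change from -70% to -50%; inactive means maximum activity change above -50%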;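 further: thallium influx rate constant from kinetic fluorescence after stimulation buffer; on the % scale 0 is the no-effect control and ±100 the full control effect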
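Channel expression came from 3.1 mutant virus (1.77 x 10^8 /mL) applied to suspended U2OS cells for 4 h. Flux was tracked with FluxOr dye plus Red40 quencher, and kinetic rate constants normalized to controls.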
Menin-MLL TR inh – menin-MLL binding inhibition, Texas Red mutant peptide; O00255; Menin + Texas Red MLL mutant peptide, fluorescence polarization; hit rate 0.23% among 270,000; AID 1768; Potency, µM (titrated, usually from 61.6 µM), inactives show at the top dose FP activity change, negative = inhibition, usual class: inhibitors; active means well fitted inhibition curve with a large enough effect in the polarisation, with a control signal flat, not every such curve was filed as active; inconclusive means small, poorly fitted or top-dose-only effect, or effect the other way, or a change in a side signal; inactive means no such curve, though single readings can be large or run the other way; the % refers to the polarisation; further: potency means the concentration at half of the fitted maximal effect; % of control where 0% means no effect; many of its hits are not listed in these tables
Target sequence (O00255 whole entry, looked up): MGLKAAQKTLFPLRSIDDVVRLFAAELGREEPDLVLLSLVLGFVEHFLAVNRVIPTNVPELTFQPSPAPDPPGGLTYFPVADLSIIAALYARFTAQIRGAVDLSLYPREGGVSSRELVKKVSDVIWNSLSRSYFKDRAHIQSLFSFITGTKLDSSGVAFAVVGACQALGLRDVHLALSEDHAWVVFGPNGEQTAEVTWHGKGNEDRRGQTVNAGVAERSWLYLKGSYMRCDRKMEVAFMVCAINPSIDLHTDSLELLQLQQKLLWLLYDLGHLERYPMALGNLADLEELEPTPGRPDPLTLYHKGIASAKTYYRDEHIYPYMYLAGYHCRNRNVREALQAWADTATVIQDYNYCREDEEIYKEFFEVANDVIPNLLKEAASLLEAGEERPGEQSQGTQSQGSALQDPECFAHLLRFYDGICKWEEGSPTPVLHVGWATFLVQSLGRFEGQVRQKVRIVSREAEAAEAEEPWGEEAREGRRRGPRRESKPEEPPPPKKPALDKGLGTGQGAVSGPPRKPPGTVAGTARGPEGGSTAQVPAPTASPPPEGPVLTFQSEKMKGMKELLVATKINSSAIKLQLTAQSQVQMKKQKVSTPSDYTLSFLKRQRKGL
MBNL1-CUG inh – inhibitors of human MBNL1 binding to CUG repeat RNA; Q9NR56; TR-FRET MBNL1-His/biotin-(CUG)12 binding, 665/545 ratio; Potency, µM (doses to about 57.5 µM), inactives show at the highest dose activity change, negative = inhibition, actives largely listed as inhibitors; hit rate 0.036% among 280,000; active means well fitted inhibition curve with a large enough effect in the signal ratio, with a control signal flat, not every such curve was filed as active; inconclusive means small, poorly fitted or top-dose-only effect, or effect the other way, or a change in a side signal; inactive means no such curve, though single readings can be large or run the other way; the % refers to the signal ratio; further: potency means the concentration at half of the fitted maximal effect; on the % scale 0 is the no-effect control and ±100 the full control effect
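His-tagged MBNL1 binding to biotinylated (CUG)12 RNA was measured by TR-FRET using terbium anti-His antibody (0.055 ng/ul final) and streptavidin-XL665 (5 nM final). Compounds were titrated 92 nM to 58 uM; 60 min at room temperature.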
NPC1 prom act – activates the NPC1 promoter. AID 485313. hit rate 2.4% among 320,000. Huh7 NPC1 promoter luciferase reporter, 24 h. Potency, µM (series often up to 9.22 µM), inactives show top-dose activation, actives largely listed as activators;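 further: potency means the concentration at half of the fitted maximal effect; % of control where 0% means no effect; nearly all actives have a fitted effect of over 60% in size; reporter is driven by a mutant NPC1 promoter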
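Readout is luciferase luminescence, reflecting NPC1 promoter activation in stably transfected Huh7 cells after 24 h compound exposure at 37 °C in reduced-serum medium with 10% FBS.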
FLuc counter – counter-screen for miR-21 project: firefly luciferase inhibitors or activators. P08659. AID 588342. hit rate 6.9% among 360,000. purified FLuc, Km substrates, luminescence inhibition. Potency, µM (titrated, usually from 57.5 µM), for inactives: at the highest dose activity change, negative = inhibition, hits mostly inhibitors;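 further: potency means the concentration at half of the fitted maximal effect; plate controls were vehicle for no effect and reference inhibitor for full effect; nearly all actives have a fitted effect of over 55% in size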
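Biochemical qHTS of compounds, final roughly 60 µM downward over six points, against 10 nM purified firefly luciferase using Km concentrations of substrates (10 uM D-luciferin, 10 uM ATP) in Tris acetate pH 7.5 buffer; luminescence output.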
Rab9 prom act – activates the Rab9 promoter; Huh7 Rab9 promoter-luciferase reporter, luminescence, 24 h; Potency, µM (highest dose often 9.22 µM), for inactives: at the top dose activation, negative = inhibition, most hits filed as activators; hit rate 2.8% among 320,000; AID 485297; further: potency means the concentration at half of the fitted maximal effect; % of control where 0% means no effect; nearly all actives have a fitted effect of over 60% in size
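Rab9 promoter-driven luciferase in stably transfected Huh7 cells; 1500 cells/well rested 2 h, exposed to compound in DMSO for 24 h at 37 °C, 5% CO2. Luminescence read 10 min after adding luciferase reagent at ambient temperature.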
Gal4-VP16 FLuc – Gal4-VP16 reporter inhibition counter-screen; Drosophila S2 Gal4-VP16 UAS-luciferase, luminescence, 20 h; Potency, µM (titrated, usually from 53.6 µM), for the others: top-dose activity, negative = inhibition, most hits filed as inhibitors; hit rate 3.5% among 310,000;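 further: Gal4-VP16 expression switched on by copper sulfate through the metallothionein promoter; potency means the concentration at half of the fitted maximal effect; on the % scale 0 is the no-effect control and ±100 the full control effect; nearly all actives have a fitted effect of over 50% in size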
Mito fusion yeast – blocks mitochondrial division or promotes mitochondrial fusion | S. cerevisiae fusion-defective mutant growth rescue, CellTiterGlo 48 h | Potency, µM (highest dose often 46.1 µM), without a hit: top-dose growth rescue (activation), hits mostly activators | hit rate 0.23% among 320,000 | AID 485298;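 further: potency means the concentration at half of the fitted maximal effect; % of control where 0% means no effect; nearly all actives have a fitted effect of over 45% in size; temperature-sensitive fusion mutants such as fzo1-1 at 37 °C on non-fermentable ethanol glycerol medium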
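Yeast fusion mutant, YPEG (non-fermentable carbon), compound, 48 h at 37C non-permissive; CellTiterGlo added, 10 min RT, luminescence read. Rescued growth = division inhibition.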
RORgamma inh – inhibitors of mouse ROR gamma transcriptional activity; Drosophila S2 Gal4-RORgamma UAS-luciferase reporter, 20 h; Potency, µM (top dose mostly 53.6 µM), for inactives: top-dose activity change, negative = inhibition, actives largely listed as inhibitors; hit rate 5.4% among 310,000; AID 2551; further: potency means the concentration at half of the fitted maximal effect; on the % scale 0 is the no-effect control and ±100 the full control effect; nearly all actives have a fitted effect of over 60% in size
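Drosophila S2 cells stably expressing Gal4-DBD/mouse RORγ fusion under metallothionein promoter plus UAS-luciferase; compound 1 h, then 700 uM CuSO4 induction for 20 h at ambient temperature; inhibition read as reduced luminescence.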
ELG1 DNA repair – inhibitors of ELG1-dependent DNA repair in HEK293T cells; HEK293T ELG1-luciferase reporter, luminescence, 16 h; DNA damage induced by 5-fluorouridine; Potency, µM (top dose mostly 46.1 µM), without a hit: at the top dose activity change, negative = inhibition, most hits filed as inhibitors; hit rate 2.3% among 330,000; AID 504467; further: potency means the concentration at half of the fitted maximal effect; on the % scale 0 is the no-effect control and ±100 the full control effect; nearly all actives have a fitted effect of over 55% in size
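DMSO vehicle served as the neutral condition. Each well held 2,000 cells given 5-fluorouridine plus compound; after 16 hr at 37 °C/5% CO2, ONE-Glo was added and luciferase measured 30 min later.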
PKM2 activator – increases activity of human pyruvate kinase M2; P14618; purified PKM2, Kinase-Glo ATP luminescence, activation; response scale: 0% is enzyme alone, no compound; Potency, µM (highest dose often 57.5 µM), for the others: at the highest dose activation, actives largely listed as activators; hit rate 0.34% among 260,000; AID 1631; further: potency means the concentration at half of the fitted maximal effect; on the % scale 0 is the no-effect control and ±100 the full control effect; nearly all actives have a fitted effect of over 55% in size
Target sequence (P14618 whole entry, looked up): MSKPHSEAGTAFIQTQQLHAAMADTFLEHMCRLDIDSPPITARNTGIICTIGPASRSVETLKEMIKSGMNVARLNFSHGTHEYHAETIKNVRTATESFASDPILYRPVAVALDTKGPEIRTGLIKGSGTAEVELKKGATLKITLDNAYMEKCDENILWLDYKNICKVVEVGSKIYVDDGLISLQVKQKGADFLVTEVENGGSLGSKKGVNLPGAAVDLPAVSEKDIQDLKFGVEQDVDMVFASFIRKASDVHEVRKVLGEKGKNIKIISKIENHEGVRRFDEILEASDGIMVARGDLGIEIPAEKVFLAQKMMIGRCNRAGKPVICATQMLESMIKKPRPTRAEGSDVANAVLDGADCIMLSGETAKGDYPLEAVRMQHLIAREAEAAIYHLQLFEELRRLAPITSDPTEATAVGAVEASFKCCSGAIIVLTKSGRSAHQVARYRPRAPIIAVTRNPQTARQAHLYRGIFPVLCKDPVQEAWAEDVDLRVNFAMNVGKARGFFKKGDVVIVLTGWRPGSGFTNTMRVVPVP
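Kinase-Glo luminescence reports ATP generated from ADP (0.1 mM) and PEP (0.5 mM) by purified hPK-M2 after 1 h at room temperature, pH 7.2 imidazole buffer; intermediate enzyme activity allows detecting inhibitors and activators.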
* marks the source's active call; other numbers are inactive results; ? = inconclusive; nt = not tested or not shown; & = joins results of further samples; [ ] = dose if it differs, or a comment. Unless noted, the call rests on the fitted dose curve; in most records, active means well fitted curve in the direction sought with a large enough effect; inconclusive means small, poorly fitted or top-dose-only effect, or another doubt; inactive means no such curve, though single readings can be large; an effect the other way counts as inactive or inconclusive. A portion of the library; count on the stated rates, not on these rows.

SMILES	KCNH2 3.1 block	Menin-MLL TR inh	MBNL1-CUG inh	NPC1 prom act	FLuc counter	Rab9 prom act	Gal4-VP16 FLuc	Mito fusion yeast	RORgamma inh	ELG1 DNA repair	PKM2 activator
CC(=O)c1ccc(NC(=O)COC(=O)c2ccccc2Nc2ccccc2)cc1	10.0	16.7%	?	-2.9%	4.7%	1.0%	?	6.8%	-4.9%	6.2%	6.8%
CC(NC(=O)C(=O)NCCN1CCN(C(=O)c2ccccc2Br)CC1)c1ccccc1 (stereo unspecified)	-9.5	nt	-10.8%	1.4%	-1.1%	-0.3%	-5.4%	3.1%	7.2%	-23.2%	nt
O=c1c2cnn(-c3ccccc3)c2ncn1Cc1cccc(Cl)c1	2.6	-19.0%	-3.2%	-0.7%	-1.1%	-14.1%	-9.3%	-10.1%	11.3%	-1.9%	-1.3%
CNC(=O)C(=O)NCC1OCCN1S(=O)(=O)c1ccc2c(c1)OCCO2 (stereo unspecified)	5.3	0.9%	-0.3%	-6.3%	-0.3%	0.8%	19.3%	0.8%	-2.8%	6.1%	0.6%
CCC1=C(OC(=O)N(CC)CC)N2C(=O)OC(=NCCOC)[C@]2(Cc2ccccc2)[C@H]2C1=CC[C@H]1C(=O)NC(=O)[C@H]12	nt	0.9%	5.0%	-1.2%	-1.1%	-1.6%	2.5%&-5.5%	15.5%	31.4%&27.5%	7.8%	1.5%&-1.8%
C/C=C/C(=O)N1CC2(CC(c3cccc(NC(=O)CC(c4ccccc4)c4ccccc4)c3)=NO2)C[C@H]1C(N)=O (stereo partly specified)	10.2	nt	-11.4%	-8.7%	1.0%	-10.6%	-0.3%	-13.7%	5.4%	6.5%	9.8%
CC(C)=CCN1CCN(Cc2cn(C(C)C)c3ccccc23)CC1CCO (stereo unspecified)	-10.5	-10.7%	-3.5%	1.5%	-1.4%	-0.5%	-8.0%	-1.4%	-25.0%	-1.4%	5.7%
Cc1ccc(N(CC(=O)NCCSCc2ccco2)S(C)(=O)=O)cc1	-1.5	10.9%	1.5%	0.9%	-1.0%	1.4%	-10.1%	-0.6%	4.4%	-4.4%	-2.5%
COc1cccc(-c2c(C(=O)N/N=C(\C)c3ccco3)nnn2-c2nonc2N)c1	24.4	4.2%	7.5%	-3.7%	-3.6%	-1.7%	22.8%	-11.3%	4.1%	4.3%	-0.6%
CCOc1cc(-c2nc(-c3ccccc3OC)no2)cc(OCC)c1OCC	-3.5	27.8%	-6.6%	0.2%	2.9%	-3.8%	-0.4%	5.7%	3.8%	?	4.8%
COc1ccc(S(=O)(=O)N2CCOCC2)cc1Br	-0.8	-1.5%	-0.1%	-0.7%	-1.7%	-4.6%	-9.5%	-4.5%	5.8%	-7.4%	5.4%
CCOc1ccc(OCCCC(=O)Nc2cc(Cl)ccc2-n2cncn2)cc1	12.6	nt	nt	1.3%	?	-1.8%	nt	11.7%	nt	?	nt
O=C(COc1cccc(F)c1)Nc1nc(-c2ccncc2)cs1	5.6	nt	nt	1.7%	-10.3%	-5.9%	nt	0.1%	nt	-11.1%	nt
O=C(CSc1nnc(NC(=O)c2ccc(F)cc2F)s1)NC1CCCC1	-1.3	17.6%	0.8%	?	4.26µM*	?	-28.7%	-0.1%	-26.5%	?	nt
CCN(CC)CCNC(=O)c1nn(-c2ccc(C)cc2)c(=O)c2c1c1ccccc1n2C	15.7	16.1%	-3.2%	1.5%	1.2%	1.1%	2.4%	-0.1%	-20.3%	1.0%	5.9%
NS(=O)(=O)c1ccc(-c2c(-c3ccccc3)sc3ccccc23)cc1	-30.7	nt	nt	1.9%	5.8%	-2.7%	nt	5.3%	nt	?	nt
O=C(O)c1ccc(NS(=O)(=O)c2ccc(Cl)c(Cl)c2)cc1O	-15.3	12.6%	-0.9%	-1.1%	-3.8%	0.2%	-2.2%	0.0%	8.1%	10.0%	1.6%
Cc1cc(C)cc(NC(=O)COC(=O)Cc2ccccc2F)c1	-24.3	nt	nt	-0.2%	nt	-7.2%	nt	4.8%	nt	6.2%	nt
CCOC(=O)[C@@H]1CCN(Cc2ccccc2)C[C@H]1c1ccccc1	-1.5	nt	-0.8%	-0.8%	1.5%	-9.8%	1.4%	4.2%	1.1%	14.7%	30.7%
Cc1[nH][nH]c(=O)c1C(c1ccc(Br)cc1)c1c(C)[nH][nH]c1=O	-22.9	3.0%	4.0%	-0.6%	0.3%	3.8%	0.0%	2.2%	0.3%	-9.6%	-3.9%[11.5 µM]
CN1CCC(=NNC(=O)CSc2ccc(Cl)cc2)CC1	4.2	-1.0%	0.4%	0.4%	0.8%	2.5%	-9.2%	2.7%	-8.1%	10.1%	-28.9%
C=CCn1c(C)c(C(C)=O)c(N2CCN(C(c3ccccc3)c3ccccc3)CC2)nc1=S	-2.3	-22.7%	nt	-17.8%	-8.8%	-1.8%	?	0.2%	17.8µM*	?	-0.7%
CC(=O)Nc1cccc(NC(=O)c2ccccc2OCc2ccccc2)c1	-14.5	?	0.5%	-2.6%	-12.1%	3.2%	-3.3%	-4.2%	?	?	7.6%
Cc1ccc(-c2cc(C(=O)N(C)CC(=O)Nc3ccccc3Br)c3ccccc3n2)o1	-3.2	nt	nt	11.1%	?	-1.1%	nt	7.7%	nt	5.17µM*	nt
c1ccc(C2Nc3ccccc3-c3nc4ccccc4n32)cc1 (stereo unspecified)	2.5	?	4.1%	3.1%	21.3µM*	5.6%	10.2%	-1.6%	-0.2%	?	3.3%
CCOC(=O)c1sc(NC(=O)CSc2nncs2)c(C(=O)OCC)c1C	35.2	25.0%	-2.6%	-1.6%	-2.4%	-3.5%	-9.4%	0.6%	20.6%	?	0.0%
Cc1nn(-c2ccccc2)c2c1P(=O)(O)/C(=C1\N(C)c3ccccc3C1(C)C)C=N2	-6.3	-0.7%	10.9%	-4.8%	2.0%	2.1%	-12.2%	4.7%	8.9%	0.9%	-1.0%
CS(=O)(=O)c1ccc(NS(=O)(=O)c2ccc3ccccc3c2)cc1	-3.6	13.6%	2.0%	-2.4%	-0.6%	-0.6%	1.6%	4.9%	29.0%	0.8%	nt
C=CCNC(=S)NNC(=O)CSc1nc2ccccc2s1	-5.3	-13.6%	15.7%	0.8%	-9.0%	2.4%	?	7.1%	7.08µM*	11.7%	-0.7%
O=S(=O)(/N=C(/Nc1ccc(Cl)c(S(=O)(=O)N2CCOCC2)c1)c1ccc(F)cc1)c1ccccc1	-10.7	nt	-7.4%	-3.3%	2.9%	-5.6%	-5.5%	-1.3%	-8.2%	?	-8.1%
CCC(C)c1ccccc1NC(=O)CN1CCN(C/C=C/c2ccccc2)CC1 (stereo unspecified)	-14.5	-7.1%	nt	-0.3%	0.7%	-6.8%	4.4%	9.7%	19.4%	-21.7%	-2.2%
COC(=O)CSc1cc(C(=O)c2nccn2C)c2ccccc2n1	2.8	0.5%	14.9%	-3.2%	7.7%	0.4%	-3.0%	2.5%	13.6%	-1.5%	17.7%
CCOC(=O)c1c(NC(=O)COC(=O)c2nc(Cl)ccc2Cl)sc2c1CCC2	-5.0	1.1%	-32.8%	2.1%	0.0%	3.7%	-7.5%	6.9%	?	?	-18.5%
COCCn1c(SCC#N)nnc1-c1ccccc1	-2.0	11.6%	-12.0%	0.3%	0.8%	-6.0%	-17.1%	-2.3%	-13.8%	0.0%	-5.4%
CCN(CC)Cc1c(O)c(Cl)cc2c3c(c(=O)oc12)CCCC3	-3.3	4.3%	?	1.4%	0.5%	-3.1%	-0.9%	-0.3%	-21.1%	-8.1%	0.2%
Cc1ccc2nc3nc(NCC4CCCO4)c(C(=O)NC4CCCC4)cc3c(=O)n2c1 (stereo unspecified)	-22.8	-7.2%	?	0.6%	-7.4%	-4.2%	-7.8%	0.8%	7.0%	?	-15.4%
CCOC(=O)Cc1csc(NC(=O)c2cc(C)c(C)s2)n1	-9.5	nt	nt	?	8.49µM*	23.3%	nt	22.1%	nt	7.9%	nt
COc1ccc(N2CCN(C3CCCN(C(=O)CSC)C3)CC2)cc1 (stereo unspecified)	4.9	-25.1%	2.9%	-2.6%	1.7%	-6.2%	-0.6%	1.5%	-1.0%[1.91 µM]	-1.7%	0.1%
O=C(O)CCc1ccc(-c2cccs2)n1NC(=O)c1ccc(Cl)cc1Cl	6.6	7.8%	0.2%	1.8%	-0.2%	11.0%	0.4%	0.0%	-24.1%	14.2%	0.0%
